Assay outcomes as filed in PubChem.
Cav32 inh: blocks human Cav3.2 T-type calcium channel; O95180; Cav3.2-expressing cells, Fluo-4 calcium fluorescence FDSS; stronger effect = lower value; B-score at 10 µM; 100,000 compounds, 4% hits; AID 449739;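 active = single-dose well whose peak fluorescence ratio is a statistical outlier from its plate by either plate-standardised score or position-corrected B-score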
Target sequence (O95180 whole entry, looked up): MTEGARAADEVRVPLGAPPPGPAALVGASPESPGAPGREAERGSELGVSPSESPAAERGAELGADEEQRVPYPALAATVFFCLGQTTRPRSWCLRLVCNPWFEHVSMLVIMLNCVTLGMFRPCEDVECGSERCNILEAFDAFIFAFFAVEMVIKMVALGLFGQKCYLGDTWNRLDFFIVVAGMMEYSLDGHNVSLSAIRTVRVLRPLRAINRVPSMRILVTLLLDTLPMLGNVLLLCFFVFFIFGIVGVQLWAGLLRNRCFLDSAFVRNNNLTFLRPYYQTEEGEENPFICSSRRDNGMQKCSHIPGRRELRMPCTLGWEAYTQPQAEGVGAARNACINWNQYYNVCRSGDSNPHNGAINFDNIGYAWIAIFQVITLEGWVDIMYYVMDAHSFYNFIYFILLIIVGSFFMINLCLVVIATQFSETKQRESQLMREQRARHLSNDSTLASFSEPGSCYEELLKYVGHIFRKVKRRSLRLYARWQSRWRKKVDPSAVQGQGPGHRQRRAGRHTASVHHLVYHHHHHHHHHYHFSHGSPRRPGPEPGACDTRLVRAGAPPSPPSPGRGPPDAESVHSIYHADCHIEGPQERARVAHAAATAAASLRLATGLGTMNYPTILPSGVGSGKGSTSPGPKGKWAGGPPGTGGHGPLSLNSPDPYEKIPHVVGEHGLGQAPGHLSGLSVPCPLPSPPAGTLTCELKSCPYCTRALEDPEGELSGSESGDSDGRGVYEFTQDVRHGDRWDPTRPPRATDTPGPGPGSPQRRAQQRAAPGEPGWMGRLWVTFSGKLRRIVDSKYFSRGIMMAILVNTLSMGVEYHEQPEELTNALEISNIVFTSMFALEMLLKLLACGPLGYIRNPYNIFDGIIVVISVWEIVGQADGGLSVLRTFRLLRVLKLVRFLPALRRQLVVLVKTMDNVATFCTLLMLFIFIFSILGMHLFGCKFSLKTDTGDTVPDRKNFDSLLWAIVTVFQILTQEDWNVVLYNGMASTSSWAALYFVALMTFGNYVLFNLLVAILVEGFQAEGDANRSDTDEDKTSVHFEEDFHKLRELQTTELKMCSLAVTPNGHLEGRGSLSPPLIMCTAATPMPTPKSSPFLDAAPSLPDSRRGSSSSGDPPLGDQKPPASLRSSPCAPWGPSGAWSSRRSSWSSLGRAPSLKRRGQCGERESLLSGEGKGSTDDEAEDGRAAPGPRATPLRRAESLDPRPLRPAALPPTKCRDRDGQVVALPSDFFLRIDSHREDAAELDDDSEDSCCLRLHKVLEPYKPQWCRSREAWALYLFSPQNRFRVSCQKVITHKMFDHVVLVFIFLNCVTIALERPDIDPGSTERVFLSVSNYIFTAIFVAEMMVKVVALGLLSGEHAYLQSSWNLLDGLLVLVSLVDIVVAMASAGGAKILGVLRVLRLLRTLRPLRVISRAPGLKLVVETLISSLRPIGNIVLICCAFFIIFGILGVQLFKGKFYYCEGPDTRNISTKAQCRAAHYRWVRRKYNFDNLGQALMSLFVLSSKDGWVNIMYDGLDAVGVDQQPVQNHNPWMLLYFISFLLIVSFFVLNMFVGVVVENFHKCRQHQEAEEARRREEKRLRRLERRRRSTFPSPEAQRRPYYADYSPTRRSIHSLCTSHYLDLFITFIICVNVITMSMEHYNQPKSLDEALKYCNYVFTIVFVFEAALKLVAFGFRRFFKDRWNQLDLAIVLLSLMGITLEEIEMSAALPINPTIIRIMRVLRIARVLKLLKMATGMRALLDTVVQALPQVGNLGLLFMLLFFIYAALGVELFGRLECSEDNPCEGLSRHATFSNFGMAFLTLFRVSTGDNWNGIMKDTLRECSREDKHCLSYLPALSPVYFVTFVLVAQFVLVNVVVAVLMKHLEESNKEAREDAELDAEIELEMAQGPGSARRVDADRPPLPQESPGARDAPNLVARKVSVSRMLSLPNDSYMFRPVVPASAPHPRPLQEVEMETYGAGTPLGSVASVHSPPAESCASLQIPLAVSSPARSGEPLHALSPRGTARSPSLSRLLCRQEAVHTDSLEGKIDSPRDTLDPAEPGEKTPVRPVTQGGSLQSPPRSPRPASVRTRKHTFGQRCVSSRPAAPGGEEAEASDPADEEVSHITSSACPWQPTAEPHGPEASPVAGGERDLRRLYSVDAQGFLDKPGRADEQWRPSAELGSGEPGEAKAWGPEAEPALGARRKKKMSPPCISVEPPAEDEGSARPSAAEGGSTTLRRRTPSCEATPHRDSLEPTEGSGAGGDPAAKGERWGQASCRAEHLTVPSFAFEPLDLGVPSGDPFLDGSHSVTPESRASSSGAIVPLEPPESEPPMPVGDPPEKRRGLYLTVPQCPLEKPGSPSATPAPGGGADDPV
An asterisk follows results filed as active; & = joins results of further samples.

Cav32 inh,compound
-0.237,CCC(C)Nc1c2c(nc3c(-c4ccccc4)c(C)nn13)CCC2 (stereo not given)
0.297,CCO[C@H]1OC(C(=O)O)=C[C@@H](c2ccc3c(c2)OCO3)[C@@H]1CCCO
-0.158,Nc1nc(CSCc2ccccc2)nc(N2CCOCC2)n1
1.26,COCCCn1c(SCC(=O)N2CCc3ccccc32)nnc1-c1ccoc1C
0.0914,COC(=O)c1ccc(C23CC4(C2)[C@H](CN(Cc2ccc(C(F)(F)F)cc2)[C@@H]4c2ccccc2)C3c2ccc(Cl)nc2)cc1 (stereo not given in full)
0.0443,CCOC(=O)c1sc(NC(=O)c2cc(S(=O)(=O)N3CCOCC3)ccc2C)nc1C
1.26,COc1ccc(OC)c2c1sc(=NC(=O)c1cccc(N3C(=O)CCC3=O)c1)n2C
0.905,CCOc1ccc(C(CC(=O)O)NS(=O)(=O)c2ccc(C)cc2)cc1OC (stereo not given)
0.0294,Cc1ccc(-n2nc(C)c3c(C)c(CCC(=O)NCc4ccccc4)c(C)nc32)cc1
-0.24,O=c1nccc(NCc2ccco2)[nH]1
-1.85,CN(c1ccccc1)S(=O)(=O)c1ccc(NC(=S)NC(=O)c2ccccc2)cc1
0.346,Cc1nc2ncnn2c(C)c1CCC(=O)N1CCCCC1
-2.18,O=C(COc1ncnc2scc(-c3ccc(Cl)cc3)c12)NCc1ccco1
0.364,Cc1ccnc(NS(=O)(=O)c2ccccc2)n1
0.597,CCn1cc(Br)c(C(=O)N2CCN(c3ccccc3)CC2)n1
-0.198,Cc1ccc2nsnc2c1S(=O)(=O)Nc1cccc2nsnc12
-0.0365,O=C1CC(c2ccccc2)CC(O)=C1C=NCc1ccc(Cl)cc1 (stereo not given)
-0.00872,O=C(Nc1ccccc1F)c1ccc(S(=O)(=O)NCC2CCCO2)cc1 (stereo not given)
0.809,CN(C)CCCNc1ncnc2c1cnn2-c1ccccc1
-0.342,O=C(CSc1nnc(-c2ccco2)n1Cc1ccccc1)NCc1ccccc1
-0.708,CCCCCCNC(=O)Nc1ccccc1
0.733,NC(=O)c1cc2ccc(O)cc2oc1=Nc1ccccc1
-0.878,COc1ccc(NC(=O)C2CC(=O)N(c3cc(C)ccc3C)C2)cc1 (stereo not given)
0.644,Cn1c(-c2ccccc2)cnc1SCc1nc2ccccc2c(=O)[nH]1
-1.84,O=C(NCCCn1ccnc1)c1sc2cccc(F)c2c1Cl
-0.213,O=C1CCCN1Cc1ncnn1-c1ccccc1
1.07,CCC(=O)N1CCN(c2cc(C)ccc2C)CC1
0.413,COc1cccc(N(C(=O)Cn2nnc(-c3ccc(C)o3)n2)C(C(=O)NC(C)(C)C)c2cccs2)c1 (stereo not given)
-2.74,Cc1cccc2cc(CN(Cc3ccccc3)C(=O)c3cccc(F)c3)c(Cl)nc12
-0.021,O=C(c1cccc(S(=O)(=O)N2CCCC2)c1)c1nnc(-c2ccncc2)o1
-4,CCOC(=O)Cn1c(CN(Cc2ccccc2)Cc2ccccc2)nc2c1c(=O)n(C)c(=O)n2C
-0.457,O=C(Nc1cc(C(F)(F)F)ccc1F)C1CCC1
0.0699,CCCCCCCCOC(=O)C(NC(=O)CCC(=O)Nc1ccc(S(N)(=O)=O)cc1)C(O)c1ccccc1 (stereo not given)
0.436,O=C(c1cc(Cl)ccc1Cl)N1CCOCC1
0.019,CCCCc1ccc(NC(=O)OC)cc1
-0.0157,O=C(Cn1cc2c(n1)CCCC2)N1CCc2ccccc21
0.398,COc1ccc(-c2nn(-c3ccccc3)cc2C(=O)n2nnc3ccccc32)cc1
1.22,COc1ccc(C(=O)NCc2nc3ccccc3[nH]2)cc1OC
0.356,O=C1c2oc3ccccc3c(=O)c2C(c2cccc(O)c2)N1CCCN1CCOCC1 (stereo not given)
1.06,Cn1c(=O)c2c(nc(Sc3nc4ccccc4n3CC(=O)N3CCCCC3)n2C)n(C)c1=O
0.437,O=C(CSc1nnc2c(n1)[nH]c1ccc(F)cc12)OCc1ccccc1
-3.77e-05,CCCCc1nnc(SCc2ccc(OCC)cc2)n1N
-6.73*,O=C(NCC(=O)N(Cc1cccs1)C(C(=O)NC1CCCCC1)c1ccco1)c1cccs1 (stereo not given)
-0.2,CCCc1nc(SC2CCCC2)c2c(=O)n(C)c(=O)n(C)c2n1
0.65,Nc1nncn1C(=O)c1ccccc1Cl
0.868,CCN(CC)CC(=O)c1c[nH]c2ccccc12
-1.22,CCO[C@@H]1OC(C(=O)N2CCN(Cc3ccccc3)CC2)=C[C@H](c2ccc(Br)cc2)[C@H]1CCCO
-0.423,COc1cc(CNc2ccc(C)c(C)c2)cc(OC)c1OC
-7.06*,COc1ccc(-c2nnc(SCC(=O)N(Cc3ccccc3)C(C)(C)C)o2)cc1OC
0.493,CN(C)C(=O)CSc1nnc(CCN)o1
0.0766,COc1cc(CN2CCC(C(=O)N3CCCC(C)C3)CC2)cc(OC)c1O (stereo not given)
1.33,NC(=O)c1sc2nc3c(c(-c4ccco4)c2c1N)CCC3
-0.653,COCC(=O)N(Cc1cc2cc(OC)ccc2[nH]c1=O)c1ccccc1OC
-1.15,C=CCn1c(=O)c(C(=O)Nc2ccccc2C(=O)OCC)c(O)c2ccccc21
1.38,CNS(=O)(=O)c1ccc(OC)c(-c2nnc3c4ccccc4c(C)nn23)c1
-3.71*,CC1=CC(C)(C)N2C(=O)C3(N=C(N)NC(Nc4ccccc4)=N3)c3cc(C)cc1c32 (stereo not given)

The results go on:
Cav32 inh,compound
-4.22*,CC(=O)OCc1c(C(F)(F)F)nn(C)c1Oc1cccc(C(F)(F)F)c1
0.951,O=c1c(-c2ccnn2-c2ccc(F)cc2)cnc2n1CCS2
0.317,O=C(c1ccco1)N1CCN(C(c2ccccc2Cl)c2nnnn2CC2CCCO2)CC1 (stereo not given)
-1.85,COc1cc(/C=N/NC(=O)COc2ccc(Cl)cc2)ccc1OS(=O)(=O)c1ccc(C)cc1
0.488,CCN1C(=O)c2cccc3c(S(=O)(=O)NCc4cccnc4)ccc1c23
0.569,O=c1c2ccccc2nc2ccc(NCc3ccco3)nn12
-1.91,CCCCCCCNC(=O)COc1ccc2c(c1)C(=O)CC(C)(C)O2
0.136,Cc1ccc(-n2nc3ccc(NC(=O)c4ccco4)cc3n2)cc1
-3.12,O=C(CN1CCN(S(=O)(=O)c2ccc(Br)cc2)CC1)Nc1ccc2c(c1)OCCO2
0.415,Cc1c(NC(=O)Nc2ccccc2Cl)sc(=S)n1C
-0.338,NC(=O)NC1CCCc2c1[nH]c1ccc(Cl)cc21 (stereo not given)
-0.806,OCC(CO)(CO)n1cnnn1
-3.07,Cc1cccc(-c2cc3nc4c(c(NCc5ccco5)n3n2)CCCC4)c1
0.374,CCCCN(C)C/C(O)=C(\C#N)c1nc(-c2ccccc2)cs1
-5.48*,Cc1ccc(-c2nnc(CSc3nnc(COc4ccccc4)n3-c3ccc(C)cc3)o2)cc1
-0.444,CCN1CCN(CC(=O)Nc2ccc(Cl)c(Cl)c2)C(=O)C1=O

Shown with each value named: entries from further up.
Cc1cccc(-c2cc3nc4c(c(NCc5ccco5)n3n2)CCCC4)c1
- Cav32 inh = -3.07
CCCCN(C)C/C(O)=C(\C#N)c1nc(-c2ccccc2)cs1
- Cav32 inh = 0.374
Cc1ccc(-c2nnc(CSc3nnc(COc4ccccc4)n3-c3ccc(C)cc3)o2)cc1
- Cav32 inh = -5.48*
CCN1CCN(CC(=O)Nc2ccc(Cl)c(Cl)c2)C(=O)C1=O
- Cav32 inh = -0.444

Going on with the list:
Cav32 inh,compound
0.595,N#C/C(=C/c1ccc(Br)o1)C(N)=O
0.434,Cc1cc(NC(=O)CSc2nc3ccccc3n2CC(=O)N2CCC(C)CC2)no1
0.146,CSc1nnc(COc2ccc(C)cc2)n1N
1.04,COCOc1ccc(C=O)c(OCOC)c1
0.169,CCOC(=O)C1=C(C)N=C2SCCC(=O)N2C1c1sccc1C (stereo not given)
-0.825,CCN(CC)C(=O)CC(c1cc(OC)c(OC)c(OC)c1)c1c(OC)cc(OC)c2c(-c3ccccc3)cc(=O)oc12 (stereo not given)
-1.22,Cc1ccc(CN2C(=O)CCC2C(=O)NCCN2CCOCC2)cc1 (stereo not given)
0.271,CCc1sc(NS(C)(=O)=O)nc1-c1ccccc1

Of the compounds above, 4 have bromine:
Cav32 inh,compound
0.597,CCn1cc(Br)c(C(=O)N2CCN(c3ccccc3)CC2)n1
-1.22,CCO[C@@H]1OC(C(=O)N2CCN(Cc3ccccc3)CC2)=C[C@H](c2ccc(Br)cc2)[C@H]1CCCO
-3.12,O=C(CN1CCN(S(=O)(=O)c2ccc(Br)cc2)CC1)Nc1ccc2c(c1)OCCO2
0.595,N#C/C(=C/c1ccc(Br)o1)C(N)=O

Next part
Cav32 inh,compound
-0.233,COC(=O)c1c[nH]n2c(=O)cc(C)nc12
0.129,CCOc1ccc2nc(-c3ccccc3)[nH]c2c1
0.0371,COc1cccc(C(=O)NC(=S)Nc2ccc3c4c(cccc24)CC3)c1
0.684,O=C(NCCN1CCOCC1)c1ccccc1-c1ccccc1
-1.68,CCOc1ccccc1-n1c(CNc2ccc(F)cc2)nnc1SCC(=O)NCc1ccco1
-2.41,COc1ccc([C@H]2/C=C\CN(C(=O)c3ccc(C)cc3)[C@@H](C)C(=O)N2Cc2ccc(F)cc2)cc1
0.17,COc1cc(-c2nnc(-c3ccncc3)o2)ccc1OCc1ccccc1
-2.06,CCOc1ccccc1NC(=O)CSCC(=O)Nc1ccccc1
0.342,Cc1cc(NC(=O)c2cnn3c(C(F)F)cc(C4CC4)nc23)no1
-0.62,CSc1nc(C)cc(C)c1C(N)=O
-1.17,CC(C)(C)c1cnnn1-c1ccc(NC(=O)c2ccc3c(c2)OCO3)cc1
0.106,Cc1c(C(=O)O)sc(=S)n1-c1ccccc1
0.59,COc1ccc(N2C(=O)CC(N3CCC(O)(c4ccc(Cl)cc4)CC3)C2=O)cc1 (stereo not given)
-0.223,c1ccc(-c2noc(-c3cccc4ccccc34)n2)cc1
1.01,CCOC(=O)c1[nH]c(C)c(C(=O)OCC(=O)N2c3ccccc3CC2C)c1C (stereo not given)
-0.324,Cc1cnn(C(=S)NCCc2ccccc2)c1
0.432,O=C(CCSc1ccccc1)N1CCN(C(=O)c2ccco2)CC1
0.042&0.136,COc1ccc2nc(C)cc(SCC(=O)O)c2c1
-0.176,COC(=O)Cc1c(C)nc2nc(NCc3ccccc3OC)[nH]n2c1=O
0.537,COc1ccc(CC(=O)O)cc1O
-0.622,COc1ccc(CC/C(=N\O)C2(O)CCCCC2)cc1
-0.0318,Cc1onc(-c2ccccc2)c1C(=O)N1CCN(C)CC1
0.778,COC(=O)CCS(=O)(=O)c1ccc(Cl)cc1
0.561,Cc1cc(OCC(=O)Nc2ccc(F)c(F)c2)nc(C(C)C)n1
-0.0352,O=C(Nc1ccc2c(c1)OCCO2)C1CCCN(S(=O)(=O)Cc2ccccc2)C1 (stereo not given)
-3.05,O=c1oc2cc(Oc3ccc(C(F)(F)F)cc3[N+](=O)[O-])ccc2c2c1CCCC2
0.001,C(=C\c1ccccc1)/C=N/N1CCN(c2ccccn2)CC1
0.234,Cc1ccsc1C(=O)OCC(=O)N1CCOCC1
1.11,COc1ccc(-n2nnc3c(=O)n(CC(=O)N4CCCCC4)cnc32)cc1
-0.181,Cc1ccccc1Nc1nc(N)nc(COC(=O)c2cccn2C)n1
0.515,O=C(NCc1ccco1)C(C(=O)c1ccccc1)n1ccccc1=O (stereo not given)
-3.56,Cc1c(S(=O)(=O)N2CCN(C(c3ccccc3)c3ccccc3)CC2)c(=O)n(C)c(=O)n1C
-0.0775,CCCOC(=O)CSC1=C(C#N)C(c2ccc3c(c2)OCO3)CC(=O)N1 (stereo not given)
-1.07,Cc1ccc(N=C(NOCc2ccc(Cl)cc2Cl)c2nonc2N)c(C)c1
2.01,COc1cc(C2c3c(oc4c(C)cc(C)cc4c3=O)C(=O)N2Cc2cccnc2)ccc1O (stereo not given)
0.437,CCC(c1nnnn1Cc1ccccc1)N1CCN(C(=O)c2ccco2)CC1 (stereo not given)
-0.473,Cc1ccsc1C(=O)N1CC(=O)Nc2ccccc21
0.802,O=C(O)CCCNC(=O)Nc1ccccc1
1.09,Cc1nc2cc(C(=O)O)ccc2n1C1CCCCC1
-0.128,O=C(CNS(=O)(=O)c1ccc(F)cc1)N1CCN(c2ccc(F)cc2)CC1
0.695,O=C(Nc1ccccc1)c1cc(-n2cnnc2)ccc1Cl
0.235,Cc1ccc(C(=O)C2C(=O)c3ccccc3C2=O)cc1
-0.044,CCOC(=O)c1c(C)[nH]c(C(=O)OCC(=O)NC(C)C)c1C
0.142,O=c1cc(CO)occ1OCc1cccc(F)c1
0.00249,CC(=O)Nc1ccc(N(C(=O)c2cnccn2)C(C(=O)NC2CCCCC2)c2ccc(O)cc2)cc1 (stereo not given)
-2.35,Cc1noc(C)c1S(=O)(=O)Nc1ccc(C(=O)N2CCN(c3cccc(Cl)c3)CC2)cc1
-0.0846,Cc1ccc(Oc2ccccc2)c(NC=O)c1
-1.54,C#CCOCCOCCOCCNc1nc(N2CCN(C(=O)[C@H]([C@@H](C)CC)n3cc(CCCN=C(N)N)nn3)CC2)nc(N2CCN(C(=O)[C@H](Cc3ccc(O)cc3)n3cc(CCO)nn3)CC2)n1
-2,Cc1ccc(NC(=O)CSc2ncn(-c3ccccc3)n2)cc1C
0.133,CS(=O)(=O)c1ccc(Cl)c(NC(=O)C2CC(=O)N(Cc3ccccc3)C2)c1 (stereo not given)
-2.27,O=C(NCc1ccccc1)C1=C[C@@H](c2ccc(C(F)(F)F)cc2)C[C@@H](OCCCCO)O1
-4.77*,CC(C)CCNC(=O)NC(=O)CSc1nnc(COc2ccccc2Cl)o1
-0.73,CSc1nc2ccc(Cl)cc2[nH]1
-2.79,Oc1ccc(Br)cc1-c1nc2cnccn2c1NC1CCCC1
0.703,CCCc1oc(C(=O)O)cc1CN
-0.00622,Cc1ccnc(NS(=O)(=O)c2ccc(Oc3ccccc3)cc2)c1
-0.512,COc1ccc(NC(=O)COc2ccccc2C#N)c(S(=O)(=O)N2CCCCC2)c1

The list is partial, so the mix of outcomes need not match the whole.
